Screening results deposited in PubChem by National Center for Advancing Translational Sciences (NCATS).
Pf growth 96h: P. falciparum growth inhibition at 96 hours; P. falciparum luciferase reporter growth, 96 h; Potency, µM (series often up to 28.7 µM), inactives show at the top dose activity change, negative = inhibition, most hits filed as inhibitors; 320,000 compounds, 6.9% hits; AID 504834; note: potency is the fitted concentration of half-maximal effect; % is set by controls: 0 for no effect and ±100 for the full control effect
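Erythrocytes infected with luciferase-expressing P. falciparum were dispensed at 2% hematocrit and 0.05% parasitemia (final), then incubated with compounds 96 hours at 37 C in 5% CO2. Luminescence after detection reagent addition reported growth.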
Pf growth 48h: inhibits P. falciparum growth in the first generation, 48 h. P. falciparum luciferase growth in erythrocytes, 48 h. Potency, µM (titrated, usually from 28.7 µM), for inactives: at the highest dose activity change, negative = inhibition, actives largely listed as inhibitors. 310,000 compounds, 5.9% hits. AID 504832; note: potency is the fitted concentration of half-maximal effect; % is set by controls: 0 for no effect and ±100 for the full control effect
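Here the parasites carry a stable luciferase gene and grow inside erythrocytes in Albumax-based RPMI medium with compound for one erythrocytic cycle. Activity is scored as loss of luminescent signal.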
Shiga toxin inh: inhibitors of Shiga toxin in Vero cells; Vero cells, Shiga toxin protein synthesis inhibition reporter; inhibition, % at 38.7 µM; 290,000 compounds, 9.2% hits; AID 2315; in the data active = inhibition mostly above about 28%, no sharp cut-off; inactive = mostly below about 43%; note: 0% is about no effect
Sm TGR block: inhibitors of Schistosoma mansoni thioredoxin glutathione reductase. Q962Y6. purified TGR, DTNB reduction, TNB absorbance 405 nm. Potency, µM (titrated, usually from 114 µM), inactives show at the highest dose activity change, negative = inhibition, most hits filed as inhibitors. 360,000 compounds, 3% hits; note: potency is the fitted concentration of half-maximal effect; % is set by controls: 0 for no effect and ±100 for the full control effect; nearly all actives have a fitted effect of over 60% in size
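First, TGR (20 nM dispensed) and NADPH were mixed with compound. Second, a 15 min room-temperature incubation followed. Third, further NADPH and then DTNB were added to start the reaction. Finally, TNB absorbance was monitored kinetically.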
Giardia FBPA inh: blocks Giardia fructose-bisphosphate aldolase activity | A8B2U2 | purified Giardia FBPA | Potency, µM (doses to about 59.6 µM), for inactives: at the highest dose activity, negative = inhibition, most hits filed as inhibitors | 290,000 compounds, 0.71% hits | AID 2451; note: potency is the fitted concentration of half-maximal effect; % is set by controls: 0 for no effect and ±100 for the full control effect; nearly all actives have a fitted effect of over 55% in size
Target sequence (A8B2U2 whole entry, looked up): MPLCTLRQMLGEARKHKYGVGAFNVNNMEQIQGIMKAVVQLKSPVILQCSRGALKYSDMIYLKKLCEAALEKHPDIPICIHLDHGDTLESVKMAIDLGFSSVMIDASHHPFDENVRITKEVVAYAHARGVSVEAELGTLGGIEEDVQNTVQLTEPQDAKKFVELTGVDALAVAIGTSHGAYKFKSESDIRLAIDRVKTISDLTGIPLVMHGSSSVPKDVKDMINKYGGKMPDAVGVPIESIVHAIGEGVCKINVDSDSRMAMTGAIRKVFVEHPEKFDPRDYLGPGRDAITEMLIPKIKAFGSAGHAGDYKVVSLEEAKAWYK
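40 nM FBPA preincubated 10 min at RT with compound (up to 57.5 uM final), then substrate plus GAPDH/TPI/NAD/arsenate coupling and diaphorase/resazurin added. Fluorescence read after 20 min at RT, 525/598 nm.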
CHX counter: counter-screen hit for Shiga toxin inhibitors, cycloheximide | cell reporter, cycloheximide protein synthesis inhibition counterscreen | max response, % | 300,000 compounds, 12% hits | AID 2314; in the data active = max response mostly above about 13%, no sharp cut-off; inactive = mostly below about 14%; note: read at 38.3 µM for the half of the compounds with a filed dose; 0% is about no effect
Active calls of the source: *; ? = inconclusive; . = no result given; [ ] = dose if it differs, or a comment. Unless noted, calls come from the whole dose curve; as a rule, active = well fitted curve in the direction sought with a large enough effect; inconclusive = small, poorly fitted or top-dose-only effect, or another doubt; inactive = no such curve, though single readings can be large; an effect the other way counts as inactive or inconclusive.

SMILES	Pf growth 96h	Pf growth 48h	Shiga toxin inh	Sm TGR block	Giardia FBPA inh	CHX counter
O=C(Nc1cccc(Cl)c1)NC1CC2CCC(C1)N2Cc1cccs1 (configuration not stated)	?	?	-4.0	6.0%	-0.4%	-2.3
CCCc1ccc(S(=O)(=O)N2CCN(C(C)C(=O)NCc3ccccc3)CC2)cc1 (configuration not stated)	?	?	.	-4.6%	.	.
CCOC(=O)C1(CCOc2ccccc2)CCN(Cc2cccc(-n3cccn3)c2)CC1	10.4µM*	?	1.5	0.0%	-4.2%	-4.7
CCOC(=O)c1c(C)[nH]c(C(=O)COC(=O)C2CC2)c1C	25.2%	-15.7%	.	-1.3%	.	.
Cc1cccc(C)c1N(CC(=O)Nc1cccc(N(C)S(C)(=O)=O)c1)S(C)(=O)=O	-27.9%	-26.0%	8.8	0.0%	-3.4%	8.2
O=C(CN1CCN(Cc2ccc(Cl)cc2)CC1)N/N=C/c1cccs1	11.0%	?	11.9	-32.4%	0.7%	-1.5
O=C(NCC(O)c1ccccc1)c1ccc(Cl)c(S(=O)(=O)N2CCCC2)c1 (configuration not stated)	?	9.28µM*	.	-0.5%	.	.
Cn1ccsc1=NC(=O)c1cc(S(=O)(=O)N2CCOCC2)ccc1Cl	-14.7%	?	.	-0.2%	.	.
Cc1nn(-c2ccccc2)c(N2CCCC2)c1/C=N/O	.	0.1%	-6.6	3.8%	-0.2%	-1.1
Cc1cc(C(=O)COC(=O)CN(C)S(=O)(=O)c2ccc(Cl)cc2)c(C)n1Cc1cccs1	12.3%	-15.7%	25.6	-31.8%	0.2%	11.8
CCCCn1c(N)c(N(CCC(C)C)C(=O)c2cccc(S(=O)(=O)N3CCN(C)CC3)c2)c(=O)[nH]c1=O	21.3%	5.7%	.	0.0%	.	.
Cc1c(C=O)c2ccccc2n1CC(=O)NCc1ccccc1	-5.4%	?	-4.3	2.6%	3.2%	-4.7
CCC(C)NC(=O)C1CCC(=O)N(c2cc(OC)c(OC)c(OC)c2)C1c1ccc(OC)cc1 (configuration not stated)	?	?	-1.4	-15.8%	-4.0%	0.9
CCn1cc(/C=C(\NC(=O)c2ccc(C)cc2)C(=O)NCCN2CCOCC2)c2ccccc21	?	-11.1%	1.2	-28.6%	6.5%	-1.1
Cc1cc(C(=O)N2CCCC(N3CCN(Cc4ccc5c(c4)OCO5)CC3)C2)n[nH]1 (configuration not stated)	-28.6%	11.8%	1.4	-4.5%	10.2%	1.3
C/C(=N/NS(=O)(=O)c1ccccc1)c1ccc(Cl)cc1	238.8%[activator]	-2.4%	-5.5	.	5.9%	-6.7
CC1=NNC(=O)C1CC(=O)N/N=C(\C)c1cccs1 (configuration not stated)	25.8%	64.9%	12.7	1.5%	-1.5%	8.9
O=Cc1ccc(N2CCCCC2)cc1	-4.4%	-1.9%	18.1	0.6%	3.7%	11.4
COc1cc(OC)cc(C(=O)Nc2nnc(-c3cccnc3)o2)c1	-1.4%	12.4%	1.6	-0.3%	?	-2.5
O=S(=O)(c1ccccc1Br)N1CCC(O)(c2cccnc2)CC1	21.2%	-4.7%	-20.6	11.0%	2.4%	-0.7
OC(CNCc1cccc(Cl)c1)c1ccccc1 (configuration not stated)	8.4%	2.08µM*	-5.0	3.1%	-7.4%	4.9
Cc1cccc(NC(=O)CN2CCc3cc4c(cc3C2)OCCCO4)c1	?	6.9%	-6.3	-0.3%	.	-8.2
COc1ccc(/C=C/C(=O)c2c(O)n(CCC3=CCCCC3)c(=O)[nH]c2=O)cc1OC	?	?	-0.4	-23.0%	1.8%	-5.0
CC(C)CN(CCCNC(=O)CN1C(=O)COc2ccc(S(=O)(=O)N3CCC(C)CC3)cc21)CC(C)C	?	?	-4.9	0.3%	2.6%	-5.6
CCO[C@@H]1OC(C(=O)N2CCN(Cc3ccc4c(c3)OCO4)CC2)=C[C@H](c2ccc3c(c2)OCO3)[C@H]1CCCO	3.29µM*	?	-7.1	-5.4%	-5.6%	-1.0
New compounds follow.
SMILES	Pf growth 96h	Pf growth 48h	Shiga toxin inh	Sm TGR block	Giardia FBPA inh	CHX counter
O=C(NN1C(=O)C2CC=C(Cl)CC2C1=O)c1ccncc1 (configuration not stated)	313.5%[activator]	-0.4%	10.7	4.1%	5.2%	-2.4
CC(C)(C)OC(=O)NNC(=S)NCc1ccc(Cl)cc1	21.6%	57.1%[activator]	25.5	2.7%	6.5%	-7.1
CC1CCCCC1NC(=O)c1ccc(CNc2c(N3CCCC3)c(=O)c2=O)cc1 (configuration not stated)	8.28µM*	-1.1%	12.4	3.8%	1.4%	-3.0
Cc1nc(CNC(=O)c2cc(COc3c(F)cccc3F)on2)cs1	7.2%	12.1%	39.1	-8.0%	-0.6%	12.4
CC1Oc2ccccc2C=C1/C=N\NC(=O)c1cccnc1 (configuration not stated)	3.4%	0.0%	53.4*	-2.2%	-0.3%	19.8*
CCOCC(=O)Nc1ccc([N+](=O)[O-])cc1Cl	-16.3%	24.1%	33.0	-6.4%	4.4%	21.9
Cc1nn(CC(=O)N(C)Cc2ccc(F)cc2)c(C)c1[N+](=O)[O-]	-25.9%	8.1%	15.1	6.5%	?	8.3
COc1ccc([C@@H]2[C@@H]3C(=O)N(C(C)(C)C)C(=O)[C@@H]3[C@]3(Cc4ccccc4)C(=O)N(c4ccc(C)cc4)C(=O)N23)cc1	?	?	.	-8.0%	.	.
COc1ccc(S(=O)(=O)N2CCOC2CNC(=O)C(=O)NCCCN2CCOCC2)cc1 (configuration not stated)	8.5%	-9.5%	-4.3	13.3%	-11.2%	1.2
O=C1NC(=O)C2(CCCCCCCCCCC2)N1	39.2%[activator]	34.2%[activator]	-5.6	0.7%	.	-5.0
S=c1nc(-c2ccccc2Br)[nH][nH]1	-17.6%	-9.7%	11.2	-1.1%	2.0%	-0.6
CC1CCC2(CC1)NC(=O)N(CC(=O)Nc1ccccc1-c1ccccc1)C2=O (configuration not stated)	-10.5%	?	-6.5	18.0%	-1.2%	-1.2
Cc1cc(S(=O)(=O)N2CCN(c3ccccc3C)CC2)ccc1F	0.9%	?	-4.7	6.7%	4.5%	0.9
COc1ccc(-n2c(SCC(=O)N/N=C/c3ccccc3OCC(=O)O)nc3ccccc3c2=O)cc1	-20.6%	-6.5%	-5.2	13.1%	9.6%	6.2
COc1ccc(-n2c(SCC(=O)Nc3ccc(C(N)=O)cc3)nc3c([nH]c4ccccc43)c2=O)cc1OC	11.7µM*	?	-11.0	15.7%	2.8%	0.9
Fc1ccc(NCc2nnc(SCc3nnc(-c4ccccc4)o3)n2CC2CCCO2)cc1 (configuration not stated)	.	?	-1.3	0.3%	2.4%	0.6
Cc1ccc(CNC(=O)c2ccc(Br)o2)cc1	16.8%	40.2%[activator]	74.9	-3.8%	-7.0%	19.5*
Cc1cc(C)n2nc(/C(C#N)=C/c3ccccn3)c(C#N)c2n1	?	418.9%[activator]	27.5	?	-9.1%	25.3*
CCOC(=O)COc1ccc(S(=O)(=O)Nc2ccc3c(c2)OCO3)cc1	8.7%	21.2%	5.1	-15.1%	-2.1%	-4.9
COc1cccc(CN2CCNC(=O)C2CC(=O)N(C)CC2CCOCC2)c1 (configuration not stated)	-29.8%	5.7%	-14.3	?	.	-1.1
Cc1ccc(C(=O)Nc2cccc([N+](=O)[O-])c2)cc1S(=O)(=O)Nc1ccc(NC(=O)c2ccccc2)cc1	42.0%[activator]	?	14.6	-2.8%	-6.5%	-1.1
O=C(CN(C(=O)CNC(=O)c1cccs1)c1ccc(F)cc1)NC1CCCC1	30.8%[activator]	-8.8%	-5.6	0.6%	1.1%	-2.6
COc1ccc(C(=O)Nc2ccc(NC(=O)c3cc(OC)c(OC)c(OC)c3)cn2)cc1	32.4%	2.08µM*	14.6	0.8%	?	2.4
O=C(Cn1cnc2c(cnn2-c2ccc(F)cc2)c1=O)N1CCCc2ccccc21	.	-17.0%	6.4	-0.8%	-2.8%	3.8
CC(=O)/C(=C/c1ccccc1)C(=O)Nc1ccccc1C	1.5%	-32.3%[1.15 µM]	-5.8	44.7µM*	-1.0%	-9.1
New compounds follow
SMILES	Pf growth 96h	Pf growth 48h	Shiga toxin inh	Sm TGR block	Giardia FBPA inh	CHX counter
O=C(CCCc1nc2ccccc2s1)Nc1nccs1	?	-25.5%	24.2	1.3%	-9.4%	11.5
CC12CCC(C(=O)NCCCn3ccnc3)(OC1=O)C2(C)C (configuration not stated)	8.2%	4.3%	-6.0	1.0%	-10.9%	-0.4
CCC(=O)c1ccc(OCc2ccc(C(=O)c3ccccc3)cc2)cc1	25.9%	-15.4%	-4.6	7.9%	-3.9%	1.2
COc1ccc(-c2ncn(CCC#N)c2[N+](=O)[O-])cc1	?	36.3%[activator]	31.4	-18.7%	1.2%	8.4
Cc1ccc(CNCCCSc2nc(C)cc(C)n2)cc1	-15.6%	7.8%	-5.8	-25.5%	?	-2.4
COc1ccc(C2C([N+](=O)[O-])=C(N)Oc3c2c(=O)oc2ccccc32)cc1 (configuration not stated)	-14.9%	5.4%	52.6	-10.5%	-0.1%	-4.2
CCCCc1nc2ccccc2c(=O)n1NC(=O)c1c(O)c2ccccc2n(C)c1=O	22.4%	?	1.8	?	1.4%	-1.4
CC(C)(C)NCC(O)COCc1ccc(Cl)cc1 (configuration not stated)	.	?	-13.4	-1.2%	1.9%	5.7
O=C(CSc1nnc(Cn2nnc(-c3ccccc3)n2)n1-c1ccccc1)Nc1ccc(F)cc1	.	9.28µM*	-8.2	3.9%	5.5%	0.2
COc1ccc(CCNC(=O)c2cc(-c3ccc(C)cc3O)n[nH]2)cc1OC	7.38µM*	.	-4.0	-28.5%	2.4%	5.3
CC(C)CCCn1c(O)c(/C=C2/C=CC=N2)c(=O)[nH]c1=O	16.3%	10.9%	12.6	-0.6%	-1.2%	-2.8
COc1ccc(NC(=O)N2CCCC2C(=O)Nc2cccc(C)c2C)cc1 (configuration not stated)	?	20.8%	-19.6	-20.7%	12.5%	-4.1
Cc1ccc(OCC(=O)N/N=C\c2ccc(O)c([N+](=O)[O-])c2)c([N+](=O)[O-])c1	-85.1%	4.7%	17.1	-3.8%	-4.5%	15.9
O=C(O)C(Cc1ccccc1-c1ccccc1)C(=O)O	58.3%[activator]	19.5%	-3.4	7.4%	6.6%	-1.8
Cc1ccc(S(=O)(=O)N2CCN(C)CC2)cc1C(=O)NC1CCCCC1	-14.8%	13.8%	-5.8	?	-5.0%	-0.4
CCCCCCOC(=O)/C=C/c1c(C)[nH]c(=O)[nH]c1=O	65.7%[activator]	9.28µM*	9.1	-2.0%	-0.2%	-3.1
CC(C)CNC(=O)c1cccc(NC(=O)C(C)C)c1	?	10.8%	5.2	0.8%	6.8%	-4.3

Copied from the listing (six entries):
SMILES	Pf growth 96h	Pf growth 48h	Shiga toxin inh	Sm TGR block	Giardia FBPA inh	CHX counter
O=C(Nc1cccc(Cl)c1)NC1CC2CCC(C1)N2Cc1cccs1 (configuration not stated)	?	?	-4.0	6.0%	-0.4%	-2.3
CCCc1ccc(S(=O)(=O)N2CCN(C(C)C(=O)NCc3ccccc3)CC2)cc1 (configuration not stated)	?	?	.	-4.6%	.	.
CCOC(=O)C1(CCOc2ccccc2)CCN(Cc2cccc(-n3cccn3)c2)CC1	10.4µM*	?	1.5	0.0%	-4.2%	-4.7
CCOC(=O)c1c(C)[nH]c(C(=O)COC(=O)C2CC2)c1C	25.2%	-15.7%	.	-1.3%	.	.
Cc1cccc(C)c1N(CC(=O)Nc1cccc(N(C)S(C)(=O)=O)c1)S(C)(=O)=O	-27.9%	-26.0%	8.8	0.0%	-3.4%	8.2
O=C(CN1CCN(Cc2ccc(Cl)cc2)CC1)N/N=C/c1cccs1	11.0%	?	11.9	-32.4%	0.7%	-1.5
